# Nrf2 ARE act – activators of Nrf2 (ARE) signaling; AREc32 ARE-luciferase reporter (MCF7-derived line), luminescence, 24 h; hit rate 0.31% among 410,000; AID 624171; Potency, µM (highest dose often 46.1 µM), inactives show at the top dose activation, usual class: activators; note: potency is the fitted concentration of half-maximal effect; % of control where 0% means no effect; nearly all actives have a fitted effect of over 65% in size
#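 Luciferase luminescence (Steady-Glo, 30 min at room temperature) served as the read-out of ARE activation in AREc32 cells treated with compounds for 24 hr at 37 deg C.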
# Nrf2 inh – blocks Nrf2 signaling; A549 ARE-Fluc reporter, luciferase luminescence, 18-24 h; Potency, µM (doses to about 46 µM), inactives show top-dose activity change, negative = inhibition, most hits filed as inhibitors; hit rate 2.1% among 360,000; AID 504444; note: potency is the fitted concentration of half-maximal effect; % is set by controls: 0 for no effect and ±100 for the full control effect; nearly all actives have a fitted effect of over 60% in size
#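 A549 ARE_Fluc cells, 5000/well, 5% FBS OPTI-MEM; compounds in dose-response, 18-24 h at 37 °C/5% CO2; CellTiter-Fluor viability read (Ex 405/Em 525), then BugLite luciferase luminescence = Nrf2 activity.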
# A549 tox – A549 cytotoxicity, counter-screen for Nrf2 inhibitors; hit rate 0.16% among 390,000; Potency, µM (highest dose often 46 µM), without a hit: at the top dose activity change, negative = cytotoxicity, hits mostly inhibitors; A549 ARE-Fluc cells, CellTiter-Fluor viability, 18-24 h; AID 504648; note: potency is the fitted concentration of half-maximal effect; % is set by controls: 0 for no effect and ±100 for the full control effect
#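 A549 ARE_Fluc cells in 5% FBS OPTI-MEM were exposed to compounds in concentration-response for 18-24 h at 37 deg C. Viability was read by CellTiter-Fluor fluorescence (Ex 405/Em 525) after 30 min, before the luciferase read.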
# TGFb inhibitor – blocks TGF-b signaling | HepG2 CAGA-GFP TGF-b/SMAD3 reporter, GFP fluorescence, 18 h; TGF-beta stimulated, 500 pg/mL final | Potency, µM (titrated, usually from 46.1 µM), for the others: at the top dose activity, negative = inhibition, actives largely listed as inhibitors | hit rate 1.2% among 410,000 | AID 588855; note: potency is the fitted concentration of half-maximal effect; % is set by controls: 0 for no effect and ±100 for the full control effect; nearly all actives have a fitted effect of over 65% in size
#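 HEPG2 CAGA-GFP reporter cells (1000/well, DMEM with 1% FBS) received compounds, then recombinant TGF-beta at 500 pg/mL final for 18 hours at 37 degrees C. Per-cell GFP summed per well was normalised to unstimulated and stimulated DMSO controls before curve fitting.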
# S2 tox – viability counter-screen for ATXN expression inhibitors | S2 cells (HEK-293 line with an ATXN2-luciferase reporter) viability, CellTiter-Fluor protease fluorescence, 24 h | AID 651635 | Potency, µM (titrated, usually from 56.7 µM), hits mostly cytotoxic | hit rate 0.49% among 400,000; note: potency is the fitted concentration of half-maximal effect; nearly all actives have a fitted effect of over 40% in size
# Akt phos inh – Akt phosphorylation inhibition; Neuro2A IGF-stimulated pAkt S473 HTRF, 20 min; active compounds read low; activity change, % for hits at 50 µM; hit rate 0.32% among 360,000; AID 651550; in the data active = activity change below about -80%; inconclusive = mostly about -51% to -80%; note: % is set by controls: 0 for no effect and ±100 for the full control effect
#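 Single-point screen (50 µM final compound) in Neuro2A cells stimulated 20 min with 6 nM IGF at 37 deg C. After lysis, Ser473-phosphorylated Akt read by HTRF (ex 330 nm, em 615/665 nm) as the 665/615 ratio.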
# HepG2 tox – counter-screen for TGF-b inhibitors: cytotoxicity in HepG2 cells. HepG2 CAGA-GFP viability, ATP luminescence, 18 h. Potency, µM (series often up to 46.1 µM), for inactives: at the top dose activity change, negative = cytotoxicity, most hits filed as cytotoxic. hit rate 0.76% among 410,000. AID 588856; note: potency is the fitted concentration of half-maximal effect; some results filed as inactive show a strong effect at the top dose
#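 HepG2 CAGA-GFP cells (1000/well, DMEM with 1% FBS) received compound, then TGF-beta at 500 pg/mL final, and were incubated 18 hours at 37 degrees C. Viability was read by CellTiter-Glo luminescence. Media-only wells were set as complete cell-killing and DMSO as no toxicity.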
# CCT modulator – cytosolic chaperonin activity modulation | activity change, % (concentration not given with the values), hits read low | AID 651819 | purified chaperonin ATPase assay, HTRF ADP detection, 30 min | hit rate 0.3% among 360,000; in the data active = activity change below about -30%; note: % is set by controls: 0 for no effect and ±100 for the full control effect
#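 ATPase activity: ADP formed was measured by HTRF Transcreener (665/615 nm ratio) after 30 min at 37 deg C with 10 uM ATP. Compounds screened at one 76 uM concentration against 40 or 20 nM TRiC in Tris pH 7.4/KCl/MgCl2/DTT buffer.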
# Mm-Cpn inhibitor – blocks the Methanococcus maripaludis chaperonin Mm-Cpn; purified Mm-Cpn ATPase, ADP Transcreener TR-FRET; Potency, µM (titrated, usually from 76.9 µM), for inactives: at the highest dose activity, negative = inhibition, most hits filed as inhibitors; hit rate 0.031% among 330,000; note: potency is the fitted concentration of half-maximal effect; % is set by controls: 0 for no effect and ±100 for the full control effect; nearly all actives have a fitted effect of over 80% in size
#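 Reaction buffer contained 30 mM Tris pH 7.4, 100 mM KCl, 5 mM MgCl2 and 1 mM DTT. Mm-CPN (25 nM final) hydrolysed 10 uM ATP over 30 min at 37°C; ADP was read by HTRF.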
# * marks the source's active call; other numbers are inactive results; i = inactive; ? = inconclusive; / = no result given; [ ] = dose if it differs, or a comment. Unless noted, calls come from the whole dose curve; as a rule, active = well fitted curve in the direction sought with a large enough effect; inconclusive = small, poorly fitted or top-dose-only effect, or another doubt; inactive = no such curve, though single readings can be large; an effect the other way counts as inactive or inconclusive.
SMILES,Nrf2 ARE act,Nrf2 inh,A549 tox,TGFb inhibitor,S2 tox,Akt phos inh,HepG2 tox,CCT modulator,Mm-Cpn inhibitor
CC1=CCC2C(=O)N(c3ccc(C)c(Br)c3)C(=O)C2C1 (stereo unspecified),0.2%,2.2%,7.4%,-3.7%,i,i,-14.9%,-1.1,2.4%
COc1cccc(C(=O)Oc2c(Sc3ccc(C)cc3)c(C)nn2C(C)(C)C)c1OC,-1.4%,-7.0%[9.27 µM],?,12.6µM*,/,/,12.6µM*,/,/
COc1ccc(NC(=O)C2CCN(C(=O)C3CC(=O)N(c4ccc(C)cc4)C3)CC2)c(OC)c1 (stereo unspecified),-0.3%,1.6%,3.1%,?,i,i,9.1%,-0.3,-0.3%
O=C(c1ccc(Br)s1)N1CCN(c2ncccn2)CC1,0.4%,-9.1%,?,1.6%,i,i,2.3%,-0.8,-1.6%
O=C(O)CSCC(=O)NC1CCCc2ccccc21 (stereo unspecified),-0.4%,?,-1.8%,17.0%,i,i,9.2%,1.2,-0.2%
CCOCCCNC(=O)c1ccc2nc(-c3ccc(OC)c(OC)c3)c(-c3ccc(OC)c(OC)c3)nc2c1,3.4%,?,-12.2%,?,/,i,-1.3%,-0.7,-11.6%
COc1ccccc1/C=N/NC(=O)c1ccc(NC(=O)c2ccccc2Br)cc1,-0.2%,-5.8%,1.2%,-4.8%,i,i,0.5%,-0.2,-2.2%
CCC1=Nc2cc(C(=O)NCCc3ccc(OC)c(OC)c3)ccc2Sc2ccccc21,-0.5%,?,0.0%,?,?,/,-19.6%,/,/
C=CCNC(=S)NNC(=O)c1ccc(OCC(C)C)cc1,2.4%,-12.2%,4.8%,?,i,i,-34.2%,1.8,-0.6%
O=C(Nc1ccccc1Cl)c1cc(C2CCCCN2C(=O)CCc2ccccc2)on1 (stereo unspecified),2.6%,/,/,-23.3%,i,i,-22.8%,0.0,/
O=C(c1ccc(Cl)c(S(=O)(=O)N2CCCC2)c1)N1CCN(c2ncccn2)CC1,-0.7%,-9.2%,1.0%,?,?,i,0.0%,2.1,0.6%
COc1ccccc1NC(=O)CSc1nc(=O)n(Cc2ccncc2)c2c1CCCC2,-0.8%,-10.8%,-2.0%,?,?,i,3.0%,1.1,-4.9%
Cc1ccnc2nc(C(=O)OCC(=O)N(CC(C)C)C3CCS(=O)(=O)C3)nn12 (stereo unspecified),-0.8%,10.5%,-0.4%,18.2%,i,i,4.8%,1.2,0.0%
CN(C(=O)c1ccc(S(=O)(=O)N2CCOCC2)cc1)C1CCS(=O)(=O)C1 (stereo unspecified),0.0%,7.4%,1.5%,-20.5%,i,i,-17.9%,-1.3,-5.7%
Cc1cccc(NC(=O)N2CCC(CN3CCC(C)CC3)CC2)c1C,-1.0%,24.0%,0.4%,-6.9%,i,/,-15.2%,/,/
Cc1cc(-c2nnc3n2N=C(C(C)(C)C)CS3)n[nH]1,-1.0%,-6.8%,-2.4%,0.0%,i,i,-4.2%,-1.4,3.0%
O=C(OCc1ccccc1)N1CCC2CC1c1ccc(N3CCN(Cc4ccc5c(c4)OCO5)CC3)cc12 (stereo unspecified),1.0%,/,/,?,i,i,-44.5%,-1.6,/
O=C1C(=O)N(CCN2CCOCC2)C(c2cccnc2)/C1=C(/O)c1ccc(Cl)cc1 (stereo unspecified),-0.3%,9.3%,0.2%,3.9%,i,i,1.8%,0.3,-2.9%
COc1ccc(-n2c(SCC(=O)Nc3ccc(Cl)c(C)c3)nc3n[nH]c(C)c3c2=N)cc1,1.1%,/,-23.3%,-31.3%,/,/,-65.5%,/,/
CCOC(=O)c1c(NC(=O)c2ccncc2)sc(C)c1C,2.9%,6.7%,17.2%,0.7%,i,i,8.4%,-1.4,-5.0%
Cc1nc2ccc([N+](=O)[O-])cc2c(=O)n1Cc1ccc(Br)cc1,-0.8%,0.3%,-3.0%,17.0%,i,i,-1.9%,-2.8,-15.8%
O=C(c1ccccc1)N1CCN(c2ccc([N+](=O)[O-])c(NCC3CCCO3)c2)CC1 (stereo unspecified),0.1%,-17.9%,?,-15.9%,i,i,1.5%,0.2,1.0%
COc1ccccc1Cn1nc(C(=O)O)c2ccccc2c1=O,2.7%,0.4%,0.9%,8.6%,i,i,0.1%,-3.4,1.8%
Cc1ccc(C(=O)CSc2nnc3ccc4ccccc4n23)cc1,15.5%,13.2%,2.2%,?,/,/,-6.8%,/,/
COC(=O)c1ccc(COc2ccc(/C=N/Nc3cccc(C(=O)O)c3)cc2)cc1,-1.5%,0.0%,-4.4%,-6.3%,i,i,-30.5%,2.3,3.1%
CCN1CCN(c2nc3ccccc3n3cnnc23)CC1,-0.5%,-8.1%,?,24.9%,i,i,36.0%,-2.8,3.0%
CCC(C)NC(=O)CCn1ccc2cc(S(=O)(=O)N3CCCC3)ccc21 (stereo unspecified),0.3%,11.8%,12.5%,-4.7%,i,i,6.6%,-1.3,-4.9%
COc1cc(Cl)c(C)cc1NC(=O)CNC(=O)Cn1cnc2ccccc2c1=O,0.0%,-18.1%,1.1%,-0.2%,i,i,-0.8%,-0.8,1.5%
CCOc1ccccc1NC(=O)Cn1c(=O)n(Cc2ccccc2)c(=O)c2c3c(sc21)CN(C(C)=O)CC3,-0.3%,-23.6%,3.5%,-17.0%,i,/,-14.6%,/,/
COc1ccccc1NC(=O)c1ccccc1C(=O)N(C)Cc1ccccc1,-0.3%,?,2.6%,31.2%[activator],i,i,2.8%,-12.7,0.4%
O=C(Nc1ccc(-c2nc3ccccc3s2)cc1)C1=COCCO1,-0.8%,?,-0.3%,-5.5%,i,i,-20.6%,-0.9,?
COC(=O)C1(C)Nc2ccccc2C(=O)N1c1ccccc1OC (stereo unspecified),0.0%,5.9%,-2.9%,-5.4%,i,i,-1.8%,-0.1,0.2%
O=C1c2ccccc2CN1C(CO)c1ccccc1 (stereo unspecified),0.9%,2.8%,1.0%,1.3%,i,i,0.9%,-3.0,1.5%
Cc1cccc(C)c1NC(=S)NN(Cc1ccccc1)c1ccccc1,0.3%,10.9%,7.0%,-10.5%,i,i,-1.5%,-1.0,2.7%
CN(C(=O)COC(=O)c1ccccc1C(=O)c1ccccc1)c1ccccc1,0.5%,-7.0%,-16.7%,6.6%,i,i,-0.8%,0.6,0.2%
CCOC(=O)c1ccc(NC(=O)c2nc[nH]c2C(=O)NCCCCNC(=O)c2[nH]cnc2C(=O)Nc2ccc(C(=O)OCC)cc2)cc1,1.1%,-22.0%,1.1%,-2.8%,i,i,0.0%,-1.0,-1.6%
Cc1ccc2nsnc2c1S(=O)(=O)N1CCN(Cc2ccc3c(c2)OCO3)CC1,0.3%,?,10.1%,-0.1%,i,i,-7.4%,0.6,0.2%
CC12CCC(=O)N1C(C(=O)Nc1ccc(F)c(F)c1F)CS2 (stereo unspecified),0.2%,12.4%,-1.4%,-8.7%,i,i,-4.4%,-1.0,-1.2%
CCN(C(=O)COc1cc(=O)n(CC)c2ccccc12)c1cc(Cl)ccc1OC,-0.9%,-5.9%,-0.6%,-7.3%,i,i,-20.3%,-0.5,0.0%
Cc1ccc(N(Cc2ccccc2)C(=O)c2cccc(S(=O)(=O)N3CCOCC3)c2)cc1,0.5%,-10.6%,-0.2%,16.5%,i,i,-8.6%,-0.1,-0.7%
Cc1ccc(C)c(NS(=O)(=O)c2ccc3c(c2)NC(=O)CCS3)c1,-0.3%,?,-1.2%,-5.0%,i,i,-17.0%,-2.6,1.2%
COc1ccc(COC(=O)c2nc3nc(C)cc(C)n3n2)cc1F,0.8%,11.5%,16.9%,-1.2%,i,i,-21.8%,-0.1,-1.7%
CCCn1c2ccccc2c2nc3ccccc3nc21,-0.8%,-7.4%,-0.3%,1.5%,i,i,-6.3%,-0.7,-0.5%
O=C(COc1ccc(Br)cc1)N1CCc2ccccc2C1,0.5%,13.4%,0.6%,0.3%,i,i,-14.8%,0.9,2.1%
N/C(=N\OC(=O)C(c1ccccc1)c1ccccc1)c1ccncc1,4.6%,?,2.2%,11.4%,i,i,0.4%,0.4,-1.5%
CC(=O)CSc1nnc(Cc2ccc3c(c2)OCO3)o1,1.9%,16.8%,-0.9%,-2.6%,i,i,-4.0%,-2.7,-0.8%
CCCCC(c1nnnn1CC1CCCO1)N1CCN(c2cccc(C)c2C)CC1 (stereo unspecified),3.7%,/,-8.1%,3.5%,i,i,43.8%,-2.8,-1.8%
COc1ccc(CN2C(=O)[C@H]3Cc4c([nH]c5ccccc45)C(C)(C)N3C2=O)cc1,-0.6%,?,-12.1%,?,?,/,2.0%,/,/
CC(=O)c1ccccc1OCCn1nc(C(=O)O)c2ccccc2c1=O,7.6%,-12.8%,6.4%,-3.6%,i,i,-9.9%,0.1,0.7%
CCN(CC(=O)Nc1c(F)cccc1F)C(=O)c1cc(C)oc1C,-0.7%,3.1%,-1.6%,0.0%,i,i,5.5%,1.8,3.3%
CCOC(=O)c1sc2nc(C)nc(NCc3ccccc3OC)c2c1C,-0.3%,20.6µM*,-11.1%,0.0%,i,i,1.2%,-1.7,-1.9%
COc1ccc(NC(=O)[C@H](CCS(C)(=O)=O)N2Cc3ccccc3C2=O)c(OC)c1,0.3%,-0.1%,7.4%,5.4%,i,i,2.2%,0.0,0.6%
COc1ccc(C(=O)c2sc(Nc3ccccc3)nc2N)cc1OC,-1.6%,-9.4%,1.0%,12.6µM*,/,i,-13.0%,-9.0,0.5%

# Screening results deposited in PubChem BioAssay by National Center for Advancing Translational Sciences (NCATS).
